TRPC4 PAM: allosterically enhances the mouse TRPC4 cation channel; B-score at 10 µM; actives 0.42% (n = 310,000); HEK293 TRPC4beta/mu-opioid, DAMGO EC20, Fluo-4 Ca2+ flux; active compounds read high;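 active = B-score of calcium response area above 5 SD of library B-scores, with initial fluorescence ratio within 5 SD of library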;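 note: B-score of integrated fluorescence ratio over time as area under calcium response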
KCNK9 block: inhibitors of human KCNK9 two-pore domain potassium channel. Q9NPC2. HEK293 KCNK9, FluxOR thallium flux fluorescence; active compounds read low. B-score at 10 µM. actives 1.2% (n = 310,000). AID 488922;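 active = ratio B-score over 3 SD below the library mean, with starting fluorescence within 5 SD of its mean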;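 note: negative B-score means less thallium flux so channel inhibition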
Target sequence (Q9NPC2 whole entry, looked up, the tested form may be a part): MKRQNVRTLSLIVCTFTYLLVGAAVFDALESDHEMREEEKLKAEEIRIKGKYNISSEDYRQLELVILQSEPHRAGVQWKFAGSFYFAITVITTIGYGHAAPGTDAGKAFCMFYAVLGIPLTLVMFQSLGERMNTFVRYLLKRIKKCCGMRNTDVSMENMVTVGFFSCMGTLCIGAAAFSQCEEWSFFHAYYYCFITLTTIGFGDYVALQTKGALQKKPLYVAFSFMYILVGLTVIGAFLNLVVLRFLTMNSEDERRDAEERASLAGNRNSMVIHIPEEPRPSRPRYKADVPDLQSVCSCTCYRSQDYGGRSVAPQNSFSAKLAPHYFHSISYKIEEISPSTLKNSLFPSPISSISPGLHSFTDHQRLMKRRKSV
KCNQ1 pot: human KCNQ1 channel potentiation or activation; P51787; CHO-K1 KCNQ1, thallium flux FluxOR fluorescence; active compounds read high; B-score at 10 µM; actives 0.35% (n = 310,000);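 active = fluorescence ratio B-score, a plate-corrected score, at least three library SD, with initial intensity B-score within 5 SD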
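Assay system: stable KCNQ1 CHO-K1 line; medium: assay buffer, equal DMSO in all wells; timing: 90 min dye loading and 20 min compound exposure, both at room temperature; technique: kinetic FluxOR thallium fluorescence, 10-s 1-Hz baseline, 110-s post-stimulus read; read-out basis: B score of baseline-normalized fluorescence ratio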
KCNQ1 inh: inhibitors of human KCNQ1 potassium channel; CHO-K1 KCNQ1, FluxOR thallium flux fluorescence; active compounds read high; actives 1.3% (n = 310,000); B-score at 10 µM; P51787;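 active = compounds whose thallium flux B-score, printed positive for inhibition, exceeds three library SD while starting fluorescence stays within three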;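 note: channel opened by potassium depolarization with thallium stimulus after 20 min compound exposure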
hERG protect: shields human hERG channel from block by proarrhythmic agents; CHO-hERG, FluxOR thallium flux, dofetilide IC70 present; activation (rescue from dofetilide block), less the hit threshold, % at 10 µM; actives 0.51% (n = 310,000); AID 1511;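 active = activation above the mean of controls blocked by dofetilide plus 5 SD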;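 note: thallium influx through hERG after potassium depolarization seen as dye fluorescence rise; in these data hits start at about 4.7%; inactives centre near -7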
HDAC3 inh: inhibitors of human histone deacetylase 3; O15379; recombinant HDAC3, fluorogenic peptide/trypsin coupled, fluorescence; inhibition, % at 8.3 µM; actives 0.15% (n = 320,000); AID 2718; in the data active = inhibition above about 26%, passing the limit was not always enough; inconclusive = no clear call, values can overlap the other calls
ANO1 block: inhibitors of mouse TMEM16A calcium-activated chloride channel; HEK293 TMEM16A/YFP iodide influx fluorescence, ionomycin; normalized B-score (activity score, 25-100; higher = stronger inhibition) at 10 µM; actives 1.2% (n = 310,000); AID 588511;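 active = ratio plate-corrected score three or more library SD toward inhibition, starting fluorescence score within five deviations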;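 note: score derived from kinetic fluorescence span divided by baseline fluorescence per well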
TRPC4 agonist: opens the mouse TRPC4 cation channel | Q9QUQ5 | HEK293 TRPC4beta/mu-opioid, Fluo4 calcium fluorescence; active compounds read high | B-score at 10 µM | actives 0.49% (n = 310,000) | AID 2237;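 active = B-score above 5 SD of library B-scores, and initial fluorescence ratio not above library mean plus 5 SD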;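 note: positive B-score marks a calcium rise read as TRPC4 activation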
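Technique: kinetic Fluo4 calcium fluorescence; Test system: TRPC4beta and mu-opioid receptor HEK293 stable cells; Measure: B-scored integrated calcium fluorescence ratio; Benchmarks: low control buffer alone, high control maximal DAMGO; Schedule: 45 min room-temperature Fluo4 loading, 110 s read.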
DYRK1A inh: inhibitors of rat Dyrk1A kinase; Q63470; ADP-Glo luminescence, NFATc1 peptide; inhibition, % at 12.5 µM; actives 0.43% (n = 310,000); AID 504441; in the data active = inhibition above about 50%;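 note: plate controls were vehicle with enzyme for no effect and no enzyme for full effect; many of its hits are not listed in these tables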
TMEM16A act: activates or potentiates the mouse TMEM16A chloride channel | Q8BHY3 | HEK293 TMEM16A/YFP-H148Q/I152L, iodide quench fluorescence; active compounds read low | B-score at 10 µM | actives 0.3% (n = 340,000) | AID 623877;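 active = fluorescence-ratio B-score plate-corrected deviation score at least 3 library SD below zero, with starting fluorescence score within 5 deviations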;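 note: channel opened by trigger with iodide after compound preincubation; score built on the fluorescence ratio of max minus min over baseline; more negative score means more quench and so TMEM16A activation or potentiation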
KCNK3 inh: human KCNK3 channel inhibition, primary screen; O14649; B-score at 10 µM; actives 0.84% (n = 340,000); CHO-KCNK3 thallium flux, FluxOR fluorescence; active compounds read low;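 active = B-score under library mean minus 4 SD, starting fluorescence ratio at most library mean plus 5 SD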;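 note: more negative B-score means stronger inhibition of thallium flux through KCNK3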
Target sequence (O14649 whole entry, looked up): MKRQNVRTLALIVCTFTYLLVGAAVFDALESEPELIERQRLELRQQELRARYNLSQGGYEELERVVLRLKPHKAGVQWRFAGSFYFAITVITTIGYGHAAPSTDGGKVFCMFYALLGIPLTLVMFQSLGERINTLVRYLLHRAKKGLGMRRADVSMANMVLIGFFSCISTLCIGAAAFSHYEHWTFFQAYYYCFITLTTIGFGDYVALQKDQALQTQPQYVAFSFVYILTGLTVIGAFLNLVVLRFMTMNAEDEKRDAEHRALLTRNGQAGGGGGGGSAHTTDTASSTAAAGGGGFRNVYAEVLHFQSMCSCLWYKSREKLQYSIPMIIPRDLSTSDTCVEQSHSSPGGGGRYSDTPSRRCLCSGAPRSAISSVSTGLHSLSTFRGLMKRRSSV
The depositor's hits bear a star; i = inactive; ? = inconclusive; / = no result given. These rows are one share of the data (hit frequency here may not be typical).

SMILES	TRPC4 PAM	KCNK9 block	KCNQ1 pot	KCNQ1 inh	hERG protect	HDAC3 inh	ANO1 block	TRPC4 agonist	DYRK1A inh	TMEM16A act	KCNK3 inh
COc1cccc(NC(=O)COC(=O)/C=C/c2ccc(Cl)cc2Cl)c1	i	i	i	i	-3	-2	i	i	-1	i	i
CCCCOc1ccc(NC(=O)CN2CCN(C(=O)OCC)CC2)cc1	i	i	i	i	1	-9	i	i	-2	i	i
FC(F)Oc1ccc(NC(=S)Nc2ccc3cn[nH]c3c2)cc1	i	i	i	i	-8	2	i	i	47	i	i
O=C1c2ccccc2C(=O)N1CCCn1ccnc1	i	i	i	i	-5	-5	i	i	-7	i	i
Cc1onc(-c2c(Cl)cccc2Cl)c1C(=O)N(C)Cc1ccccc1	i	i	i	i	-8	0	i	i	1	i	i
CC(C)COc1cccc(-c2cc(C(=O)N/N=C/c3ccncc3)c3ccccc3n2)c1	i	i	i	14*	-11	20	i	i	/	i	-10*
O=C(O)c1ccccc1C(=O)OCc1ccccc1	i	i	i	i	-2	3	i	i	-4	i	i
CC(=O)Nc1ccc(S(=O)(=O)Oc2cccc(N3C(=O)C4CCCCC4C3=O)c2)cc1 (stereo not given)	i	i	i	i	-19	2	i	i	5	i	i
Cc1ccc(-c2cc(Cc3cccs3)c(=O)[nH]n2)cc1	i	i	i	i	-7	1	i	i	1	i	i
Cc1cccc(NC(=O)c2ccc(S(=O)(=O)N3CCCCCC3)cc2)n1	i	i	i	i	-14	/	i	i	10	i	i

Continued, starting with the last 3 of the part before.
SMILES	TRPC4 PAM	KCNK9 block	KCNQ1 pot	KCNQ1 inh	hERG protect	HDAC3 inh	ANO1 block	TRPC4 agonist	DYRK1A inh	TMEM16A act	KCNK3 inh
CC(=O)Nc1ccc(S(=O)(=O)Oc2cccc(N3C(=O)C4CCCCC4C3=O)c2)cc1 (stereo not given)	i	i	i	i	-19	2	i	i	5	i	i
Cc1ccc(-c2cc(Cc3cccs3)c(=O)[nH]n2)cc1	i	i	i	i	-7	1	i	i	1	i	i
Cc1cccc(NC(=O)c2ccc(S(=O)(=O)N3CCCCCC3)cc2)n1	i	i	i	i	-14	/	i	i	10	i	i
COc1ccc(N2C(=O)CC(Cc3ccccc3)C2=O)cc1 (stereo not given)	i	i	i	i	-5	-21	i	i	-3	i	i
O=C1N=C(N2CCN(c3ccccc3)CC2)S/C1=C/c1ccco1	i	i	i	i	-6	-2	i	i	1	i	i
Cn1c(SCC(=O)OCc2ccccc2)nnc1-c1ccco1	i	i	i	i	-13	3	i	i	7	i	i
COC(=O)c1ccc(C2/C(=C(/O)c3ccc4c(c3)CC(C)O4)C(=O)C(=O)N2Cc2ccncc2)cc1 (stereo not given)	i	i	i	i	-12	1	i	i	1	i	i
O=C1C2CCCN2C(=S)N1Cc1ccccc1 (stereo not given)	i	i	i	i	-15	-3	i	i	8	i	i
COc1ccccc1CCNC(=O)c1cc(-c2ccccn2)nc2ccc(Br)cc12	i	i	i	i	-14	-7	i	i	/	/	/
O=C(O)C(=O)Nc1ccc(NC(=O)C(c2ccccc2)c2ccccc2)cc1	i	i	i	i	-2	1	i	i	-2	i	i
O=C(Nc1ccccc1Br)c1cc[n+]([O-])cc1	i	i	i	i	-2	9	i	i	-7	i	i
CCn1c(COc2ccccc2)nnc1SCC(=O)Nc1cc(OC)ccc1OC	i	i	i	i	-17	-3	i	i	2	i	i
CC(=O)N1CCN(C(=O)CCc2c[nH]c3ccccc23)CC1	i	i	i	i	-3	7	i	i	2	i	i

A stretch from the list above, as a working copy:
SMILES	TRPC4 PAM	KCNK9 block	KCNQ1 pot	KCNQ1 inh	hERG protect	HDAC3 inh	ANO1 block	TRPC4 agonist	DYRK1A inh	TMEM16A act	KCNK3 inh
COc1ccc(N2C(=O)CC(Cc3ccccc3)C2=O)cc1 (stereo not given)	i	i	i	i	-5	-21	i	i	-3	i	i
O=C1N=C(N2CCN(c3ccccc3)CC2)S/C1=C/c1ccco1	i	i	i	i	-6	-2	i	i	1	i	i
Cn1c(SCC(=O)OCc2ccccc2)nnc1-c1ccco1	i	i	i	i	-13	3	i	i	7	i	i

Continuation:
SMILES	TRPC4 PAM	KCNK9 block	KCNQ1 pot	KCNQ1 inh	hERG protect	HDAC3 inh	ANO1 block	TRPC4 agonist	DYRK1A inh	TMEM16A act	KCNK3 inh
CC(C)(C)OC(=O)N1CCOCCOCCN(C(=O)OC(C)(C)C)CCOCC1	i	i	i	i	-12	4	i	i	-3	i	i
O=C(NCc1ccccn1)c1ccc(Cl)cc1Cl	i	i	i	i	-3	7	i	i	1	i	i
Cc1cccc(C)c1NC(=O)C(=O)NCCCN1CCOCC1	i	i	i	i	-9	11	i	i	0	i	i
CN(C)S(=O)(=O)c1cc(NC(=O)CN2CCc3ccccc32)ccc1Cl	i	i	i	i	-6	-7	i	i	-2	i	i
NC(N)=Nc1nc2cc([N+](=O)[O-])ccc2o1	i	i	i	i	-9	10	i	i	6	i	i
COc1ccc(/C=N/n2c(-c3n[nH]c4c3CCC4)n[nH]c2=S)c(OC)c1OC	i	i	i	i	-4	-1	i	i	/	i	i
Cc1cc(Br)ccc1NC(=S)N1CCOCC1	i	i	i	i	-6	2	i	i	6	i	i
Cc1cc(NC(=O)c2cnn3cccnc23)n(-c2ccccc2)n1	i	i	i	i	-24	-1	i	i	14	i	i
CN1C(=O)c2c(sc3c2CCCC3)NC1c1ccccc1O (stereo not given)	i	i	i	i	-4	-1	i	i	/	/	/
CSc1ccc(C2N=C(c3ccccc3)NO2)cc1 (stereo not given)	i	i	i	i	-4	-2	i	i	1	i	i
CC1CCCCC1NC(=O)Cn1c(=O)oc2cc(S(=O)(=O)N3CCCC3)ccc21 (stereo not given)	i	i	i	i	-11	2	i	i	-3	i	i
S=C(NCCSCc1ccccc1Cl)Nc1ccccc1	i	i	i	10*	-10	2	i	i	5	i	i
O=C(NCCc1ccccc1)C(c1ccccc1)N(C(=O)c1csnn1)C1CC1 (stereo not given)	i	i	i	i	-3	-3	i	i	1	i	i
CCCNC(=O)c1cccc(Cn2cc(Br)c([N+](=O)[O-])n2)c1	i	i	i	i	1	-5	i	i	-8	i	i
CCOc1cc(C(=O)OCC(=O)Nc2cc(C)on2)cc(OCC)c1OCC	i	i	i	i	-10	4	i	i	1	i	i
Cc1cccc(CN2CCN(C(C)C(=O)NC(C)c3ccccc3)CC2)c1 (stereo not given)	i	i	i	i	-9	1	i	i	0	i	i
COC(=O)c1ccccc1NC(=O)c1cnn2c(C(F)F)cc(C3CC3)nc12	i	i	i	i	-6	3	i	i	3	i	i
CCOC(=O)c1nnn(-c2nonc2-n2cccc2)c1CN1CCC(C)CC1	i	-9.3*	i	6*	-14	7	100*	i	-2	/	-9.1*
Cc1cc(N/N=C2\CC(C)CC(C)(C)C2)nc2ccccc12 (stereo not given)	i	i	i	14*	-24	9	i	i	16	i	i
COc1cccc(NC(=S)N2CCc3cc(OC)c(OC)cc3C2)c1	i	i	i	i	-3	1	i	i	/	i	i
COC(=O)Cc1ccc(NC(=S)NCCSc2ccc(C)cc2)cc1	i	i	i	i	-11	10	i	i	-1	i	i
CCn1c(O)c(/C=C/C=C/C=Nc2ccccc2)sc1=S	i	i	i	i	-13	1	i	i	-7	i	i
CCN(CC)C(NC(=O)Cc1ccccc1)C(Cl)(Cl)Cl (stereo not given)	i	i	i	i	-13	3	i	i	-6	i	i
CCOC(=O)c1[nH]c(=O)[nH]c1COC(=O)c1cc2ccccc2o1	i	i	i	i	6.2*	-2	i	i	9	i	i
CCOC(=O)c1c(C)[nH]c(C(=O)COC(=O)/C=C/c2cccc(OC)c2OC)c1C	i	i	i	i	-3	2	i	i	-10	i	i
O=C(COC(=O)CNC(=O)c1ccccc1)Nc1ccc(F)c([N+](=O)[O-])c1	i	i	i	i	-13	-5	i	i	-5	i	i
COc1ccc(OCc2nc(N)nc(Nc3ccc(C)cc3)n2)cc1	i	i	i	i	-14	-1	i	i	-7	i	i
O=C(CS)Nc1ccc2ccccc2c1	i	i	i	i	-4	0	i	i	2	i	i
CC1(C(=O)NCCc2c[nH]c3ccccc23)C=CCN1C(=O)c1ccccc1 (stereo not given)	i	i	i	i	-9	-7	i	i	3	i	i
Cc1cc(N2CCN(c3ccccc3Cl)CC2)n2cc(-c3ccccc3)nc2n1	i	-12*	i	i	-18	2	i	i	1	i	i
CCCCN(C(=O)NC(=O)C1=C(N2CCOCC2)/C(=C/c2ccccc2)CC1)S(C)(=O)=O	i	i	i	i	-14	-15	i	i	-4	i	i
CCOC(=O)c1c(C)[nH]c(C(=O)COC(=O)c2cnc(C)cn2)c1C	i	i	i	i	-11	4	i	i	-1	i	i
O=C1CCC(=O)N1CC(=O)N(c1ccccc1)c1ccccc1	i	i	i	i	-15	7	i	i	-6	i	i
Cc1csc(NC(=O)CSc2nnnn2C)n1	i	i	i	i	-3	-10	i	i	49	i	i
O=C(CN1C(=O)c2cccnc2Oc2ccc(Cl)cc21)NCCC1=CCCCC1	i	i	i	i	-9	?	i	i	0	i	i
O=C(Nc1ccc(F)cc1)C1CCC(CNc2c(N3CCCCC3)c(=O)c2=O)CC1 (stereo not given)	i	i	i	i	-9	8	i	i	5	i	i

Screens (PubChem)
